High-throughput results: PubChem, National Center for Advancing Translational Sciences (NCATS)
BRCT PPI green = BRCA1 BRCT-phosphoprotein interaction inhibition. P38398. BRCA1 BRCT-phosphopeptide binding, green fluorescence polarization. Potency, µM (highest dose often 76.9 µM), inactives show top-dose activity change, negative = inhibition, most hits filed as inhibitors. 75,000 tested, 0.05% active. AID 875;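 also: potency is read from the fitted curve at half-maximal effect; plate controls were peptide without protein for full effect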
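Compounds were incubated for 12 min at room temperature with a complex of 100 nM fluorescein-tagged pBACH1 decapeptide and 250 nM His-tagged BRCT protein. Buffer was phosphate pH 7.3 with EDTA, DTT and Tween 20. Disruption of binding lowers the polarization signal.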
Pol III holo inh = DNA polymerase III holoenzyme inhibition; reconstituted DNA polymerase III holoenzyme replication, biochemical; Potency, µM (series often up to 57.1 µM), inactives show at the top dose activity change, negative = inhibition; 71,000 tested, 0.25% active; AID 603; also: potency is read from the fitted curve at half-maximal effect; % is scaled to controls: 0 for no effect and ±100 for the full control effect
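Reconstituted *E. coli* holoenzyme (0.35 nM Pol III, 1 nM beta, 154 nM SSB, 2 nM primase) was preincubated with compound for 15 min at RT. Synthesis on 1.4 nM ssM13Gori ran 35 min, then was stopped with PicoGreen/EDTA and read as dsDNA fluorescence.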
HADH2 inh = blocks human hydroxyacyl-CoA dehydrogenase type II. Q99714. recombinant HADH2, NADH fluorescence, beta-hydroxybutyryl-CoA. Potency, µM (titrated, usually from 57.1 µM), without a hit: at the highest dose activity change, negative = inhibition, hits mostly inhibitors. 73,000 tested, 3.4% active. AID 886; also: potency is read from the fitted curve at half-maximal effect; % is scaled to controls: 0 for no effect and ±100 for the full control effect; nearly all actives have a fitted effect of over 60% in size; many of its hits are not listed in these tables
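Read-out: 360 nm excitation, 450 nm emission, kinetic over 4 min. Conditions: His-tagged human HADH2 20 nM, pH 9.0 Tris with Tween-20, 1 mM NAD+, 90 uM beta-hydroxybutyryl-CoA.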
Tau filament bind = binders of human tau filaments | P10636 | recombinant tau filaments, thioflavin S fluorescence, 15 h; filaments grown with octadecylsulfate alongside compound | Potency, µM (top dose mostly 57.1 µM), inactives show at the top dose activity change, negative = inhibition | 71,000 tested, 2% active | AID 596;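 also: potency is read from the fitted curve at half-maximal effect; % is scaled to controls: 0 for no effect and ±100 for the full control effect; actives lower thioflavin S fluorescence by blocking filaments or displacing dye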
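Quantitative HTS: thioflavine S signal from ODS-induced tau filaments, excited at 450 nm, emission 510 nm. Conditions: 1 uM tau, 30 uM ODS, 15 h at 37 C, pH 7.4.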
ALOX15 inhib = inhibitors of human 15-lipoxygenase (ALOX15); purified 15hLO-1, xylenol orange hydroperoxide absorbance; Potency, µM (series often up to 57.1 µM), inactives show top-dose activity change, negative = inhibition, usual class: inhibitors; 74,000 tested, 1.4% active; also: potency is read from the fitted curve at half-maximal effect; % is scaled to controls: 0 for no effect and ±100 for the full control effect; nearly all actives have a fitted effect of over 55% in size
Target sequence (P16050 whole entry, looked up): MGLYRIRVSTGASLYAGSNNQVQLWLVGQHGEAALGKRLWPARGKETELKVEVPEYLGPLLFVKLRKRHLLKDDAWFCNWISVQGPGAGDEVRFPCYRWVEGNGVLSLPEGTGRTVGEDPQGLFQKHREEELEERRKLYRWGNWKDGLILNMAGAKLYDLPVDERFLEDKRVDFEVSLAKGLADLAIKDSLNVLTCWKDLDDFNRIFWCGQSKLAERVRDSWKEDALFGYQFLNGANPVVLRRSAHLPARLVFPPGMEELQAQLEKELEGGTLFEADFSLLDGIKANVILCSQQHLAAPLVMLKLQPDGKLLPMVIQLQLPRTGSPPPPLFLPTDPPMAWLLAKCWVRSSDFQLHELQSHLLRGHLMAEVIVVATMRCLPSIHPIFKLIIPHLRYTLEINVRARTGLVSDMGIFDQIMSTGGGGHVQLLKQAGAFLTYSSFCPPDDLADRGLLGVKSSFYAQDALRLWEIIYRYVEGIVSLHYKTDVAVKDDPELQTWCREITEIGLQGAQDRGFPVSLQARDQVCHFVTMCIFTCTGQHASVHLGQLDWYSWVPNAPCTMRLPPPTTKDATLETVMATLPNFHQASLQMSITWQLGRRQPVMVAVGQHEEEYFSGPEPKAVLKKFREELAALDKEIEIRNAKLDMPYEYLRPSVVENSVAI
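Hydroperoxide formed from arachidonic acid (50 uM) by purified human 15hLO-1 (40 nM) oxidizes ferrous iron, and the ferric-xylenol orange complex is read at 573 versus 405 nm. Compounds were preincubated 15 min; reaction ran 6 min at room temperature.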
BRCT inh red = inhibitors of human BRCA1 BRCT-phosphoprotein interaction (red fluorophore). P38398. BRCT-phosphopeptide binding, red fluorescence polarization. Potency, µM (titrated, usually from 76.9 µM), for the others: top-dose activity change, negative = inhibition, hits mostly inhibitors. 75,000 tested, 0.03% active. AID 892; also: % is scaled to controls: 0 for no effect and ±100 for the full control effect
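Rhodamine-labelled pBACH1 10-mer (100 nM) bound to BRCT domain (100 nM) at pH 7.3; compounds incubated 12 min room temperature, polarization read. Free peptide defines full inhibition; unlabelled decapeptide titrated as control.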
Caspase-7 inhib = caspase-7 (human) inhibition, allosteric or competitive; AID 889; Potency, µM (highest dose often 57.5 µM), for inactives: top-dose activity change, negative = inhibition, hits mostly inhibitors; P55210; 75,000 tested, 0.02% active; recombinant caspase-7, Ac-DEVD-AFC fluorescence rate; active = well fitted inhibition curve with a large enough effect in the main read-out, with a control signal flat, not every such curve was filed as active; inconclusive = small, poorly fitted or top-dose-only effect, or a change in a side signal; also: potency is read from the fitted curve at half-maximal effect; % of control where 0% means no effect
Target sequence (P55210 24-198 limits assumed): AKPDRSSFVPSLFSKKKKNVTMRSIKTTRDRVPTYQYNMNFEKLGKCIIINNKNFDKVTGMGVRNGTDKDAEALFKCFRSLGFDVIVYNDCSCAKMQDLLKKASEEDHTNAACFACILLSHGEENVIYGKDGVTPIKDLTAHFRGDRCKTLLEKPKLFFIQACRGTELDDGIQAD
Target sequence (P55210 207-303 limits assumed): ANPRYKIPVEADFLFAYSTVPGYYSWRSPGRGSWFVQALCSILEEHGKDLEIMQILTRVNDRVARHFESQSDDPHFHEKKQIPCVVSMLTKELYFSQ
Rhodamine autofl = rhodamine region autofluorescence; Rhodamine-region fluorescence, 547/598 nm, Tris buffer; active compounds read high; max dye-equivalent concentration, M; 59,000 tested, 0.05% active; in the data active = max dye-equivalent concentration above about 11 nM; inconclusive = between about 1.1 nM and that limit
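Read-out is relative fluorescence at 547 nm excitation and 598 nm emission, expressed as dye-equivalent concentration using rhodamine standards on every plate. Each compound was profiled across a concentration series after 15 min in 100 mM Tris, pH 8.0.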
HEK293 cAMP ctrl = raises cAMP in parental HEK293 cells, TSHR agonist counter-screen | Potency, µM (top dose mostly 57.1 µM), for inactives: at the top dose activation, usual class: activators | AID 938 | 73,000 tested, 2.5% active | parental HEK293 CNG cAMP sensor, membrane potential fluorescence; also: potency is read from the fitted curve at half-maximal effect; % of control where 0% means no effect; nearly all actives have a fitted effect of over 55% in size
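Counterscreen for endogenous-receptor signalling: CNG-channel HEK 293 cells report cAMP rise by membrane depolarization. After 60 min dye equilibration with 100 uM RO 20-1724, compounds incubated 30 min before bottom-read fluorescence at 590 nm.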
USP2a inhib = USP2a (human) protease inhibition | 60,000 tested, 0.1% active | Potency, µM (series often up to 38.3 µM), for the others: at the highest dose activity change, negative = inhibition, most hits filed as inhibitors | USP2a enzymatic assay, qHTS inhibition;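 also: potency is read from the fitted curve at half-maximal effect; nearly all actives have a fitted effect of over 60% in size; plate controls were DMSO for no effect and NEM full inhibition control for full effect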
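USP2 core (20 nM final) was preincubated with compound for 30 min at RT in 20 mM Tris-HCl pH 8.0, 2 mM CaCl2, 2 mM beta-mercaptoethanol; Ub-PLA2 (20 nM) plus NBD C6-HPC (20 uM) then added, fluorescence read after 2.5 h.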
Casp1 inh = blocks human caspase-1 allosterically or competitively | P29466 | Caspase-1 enzyme, Ac-WEHD-AFC fluorogenic rate | Potency, µM (series often up to 57.5 µM), inactives show top-dose activity change, negative = inhibition, most hits filed as inhibitors | 75,000 tested, 0.03% active;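 also: potency is read from the fitted curve at half-maximal effect; plate controls were vehicle for no effect and no substrate for full effect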
Starred values were filed as active, the others as inactive; i = inactive; ? = inconclusive; . = no result given; [ ] = dose if it differs, or a comment. Unless noted, calls follow the shape of the dose curve; as a rule, active = well fitted curve in the direction sought with a large enough effect; inconclusive = small, poorly fitted or top-dose-only effect, or another doubt; inactive = no such curve, though single readings can be large; an effect the other way counts as inactive or inconclusive.

SMILES	BRCT PPI green	Pol III holo inh	HADH2 inh	Tau filament bind	ALOX15 inhib	BRCT inh red	Caspase-7 inhib	Rhodamine autofl	HEK293 cAMP ctrl	USP2a inhib	Casp1 inh
CCOC(=O)c1c(NC(=O)c2ccn(CC)n2)sc2c1CCCC2	-1.4%	4%	?	41%	?	-3.1%	-2%	i	8%	-23%	-2%
Cc1cc(CN2CCCCC2)c(O)c(CN2CCCCC2)c1	-4.9%[15.4 µM]	-15%[11.4 µM]	11%[11.4 µM]	1%[11.4 µM]	15%[11.4 µM]	-0.5%[15.4 µM]	-6%[11.5 µM]	i	7%[11.4 µM]	.	1%[11.5 µM]
N=c1c2c3c(sc2nc2n1CCC2)CCCC3	-1.4%	-8%	-4%	56%	5%	-0.4%	3%	i	15%	-2%	-2%
COc1ccc(/C=C/N(CCc2ccc(OC)c(OC)c2)C(C)=O)cc1	0.6%[15.4 µM]	.	3%[11.4 µM]	.	-1%[11.4 µM]	1.2%[15.4 µM]	-3%[11.5 µM]	.	15%[11.4 µM]	.	-1%[11.5 µM]
O=c1[nH]c(SCCOc2ccccc2)nc2ccccc12	-1.0%	1%	-6%	33%	-10%	-1.2%	-2%	i	18%	0%	-1%
COc1ccc(OC)c(C2C3=C(CCCC3=O)Nc3nc4ccccc4n32)c1 (stereo not drawn)	-0.4%	-2%	0%	-9%	5%	-0.4%	-2%	i	-2%	1%	-1%
COc1ccc(S(=O)(=O)N(CCCN2CCCC2=O)Cc2cc3c(C)ccc(C)c3[nH]c2=O)cc1	2.4%	-3%	.	-2%	0%	-0.3%	1%	i	-1%	.	-1%
COC(=O)C1(CCSC)NC(c2ccco2)C2C(=O)N(C)C(=O)C21 (stereo not drawn)	-0.5%	-2%	3%	-6%	-2%	0.7%	0%	i	?	-2%	2%
O=C(O)CN1CCN(Cc2ccc(F)cc2Cl)C1=O	-0.4%	-1%	0%	-13%	6%	0.6%	-2%	i	6%	5%	-2%
COc1cccc(Cn2c(=O)c(CCc3ccccc3)nc3cnc(N4CCNCC4)nc32)c1	6.3%	9%	11%	99%	8%	-0.3%	-7%	i	11%	154%[activator]	-1%
Cc1ccccc1-c1ccc2ncnc(N3CCOCC3)c2c1	4.9%	-10%	8%	-1%	-10%	-0.9%	0%	i	21%	-1%	-4%
CCCOc1ccc(CSc2ncn[nH]2)cc1	-1.7%	1%	-20%	-17%	-3%	-1.4%	-1%	i	5%	6%	1%
CCN(CC)c1ccc(C(=O)OCC(=O)N2CCN(c3ccccc3)CC2)cc1	-0.6%	-2%	44%[activator]	11%	2%	-0.3%	2%	i	?	6%	0%
C=CCNC(=O)c1c(Cl)cccc1Cl	0.5%	-1%	-1%	-3%	-12%	1.6%	0%	.	5%	0%	0%
CNC(=O)CSc1nnc(-c2ccc(S(=O)(=O)N3CCCC3)cc2)n1-c1cccc(C)c1C	2.6%	-6%	-16%	8%	-6%	-1.5%	2%	i	9%	16%	-2%
CCOC(=O)c1c(-c2ccc(C)o2)csc1NC(=O)CSc1nncs1	-0.2%	-4%	-12%	11%	-28%	-0.6%	-6%	i	25µM*	6%	-6%
CC1=C(C(=O)NCc2ccccc2)C(c2cccnc2)n2ncnc2N1 (stereo not drawn)	-0.5%	-5%	1%	-3%	17%	-5.1%	2%	i	3%	-5%	0%
Cc1ccc(C(=O)CSc2nnc(CNc3ccc(C)cc3C)n2Cc2ccco2)cc1	5.5%	-1%	-2%	-5%	-26%	-1.2%	1%[0.00368 µM]	i	4%	4%	-2%
Cc1ccc(OCCCN(C)C)c(Br)c1	-1.6%	.	12%	.	-22%	0.3%	-1%	.	24%	.	0%
COc1ccc(CNC(=O)c2cnn3c(C(F)F)cc(C)nc23)cc1OC	-1.6%	-3%	11%	-13%	4%	-1.8%	1%	.	8%	.	0%
CCCOc1ccc(C(=O)N2CCCC2C(=O)O)cc1 (stereo not drawn)	-2.6%	-3%	-16%	1%	12%	-2.6%	-4%	i	3%	2%	1%
Cc1nc(N2CCC3(CC2)OCCO3)c2nnn(Cc3ccccc3F)c2n1	1.0%	0%	23%	7%	-4%	-0.9%	-27%	i	25%	-8%	-12%
CCS(=O)(=O)N1CCCC(C(=O)NC2CCCCC2)C1 (stereo not drawn)	0.7%	-4%	12%	14%	8%	0.0%	0%	i	1%	5%	0%
CCCOc1ccc(N2C(=O)CC(N3CCN(c4ccccc4F)CC3)C2=O)cc1 (stereo not drawn)	0.6%	-7%	1%	7%	-1%	2.5%	-2%	.	12%	.	0%
CCOC(=O)c1c(N)sc(C(=O)N2CCOCC2)c1C	-0.1%	-7%	-7%	-10%	2%	-0.5%	0%	i	10%	-1%	1%
(list continues)
SMILES	BRCT PPI green	Pol III holo inh	HADH2 inh	Tau filament bind	ALOX15 inhib	BRCT inh red	Caspase-7 inhib	Rhodamine autofl	HEK293 cAMP ctrl	USP2a inhib	Casp1 inh
Cc1ccc(C(=O)Nc2nc3ccc(S(C)(=O)=O)cc3s2)s1	-0.2%	0%	-17%	-8%	0%	-3.2%	1%	i	17%	5%	-5%
COc1ccc2[nH]cc(CCNc3ccnc(-c4cccc(NS(C)(=O)=O)c4)n3)c2c1	1.1%	1%	-23%	-13%	20µM*	-1.0%	-2%	i	-28%	14%	1%
CSC1=NCCN1C(=O)COc1ccccc1	-1.8%	1%	3%	-5%	5%	0.6%	-3%	.	-5%	.	-4%
COc1ccc(CCN/C=C2/CC(=O)NC2=O)cc1OC	-2.5%	2%	-12%	3%	-5%	0.4%	0%	i	-4%	-3%	-1%
Cn1c(SCC(=O)N2CCOCC2)nc2cccnc21	0.3%	3%	-5%	5%	3%	0.5%	0%	i	10%	-1%	0%
O=C(CN1CCN(S(=O)(=O)c2ccc(F)cc2)CC1)Nc1ccccc1F	0.5%	-4%	3%	24%	-14%	1.1%	1%	i	16%	10%	2%
Cn1cccc1Cc1nnc(SCC(=O)Nc2nccs2)n1CCc1ccccc1	6.6%	-2%	-13%	13%	?	-3.9%	-4%	.	14%	.	-7%
COc1cccc(C(=O)NCc2nnc(SCC(=O)Nc3nccs3)n2-c2cccc(C)c2)c1	-1.1%	-3%	5%	2%	-1%	-2.8%	1%	i	1%	27%	-6%
COc1ccccc1NC(=O)c1cc(S(=O)(=O)N2CCOCC2)ccc1Cl	0.1%	1%	12%	-3%	3%	0.4%	-1%	i	2%	7%	2%
CCNc1ncc2nc(CCc3ccccc3)c(=O)n(C[C@H]3CCCO3)c2n1	-0.1%	-2%	6%	11%	3%	1.0%	?	i	16%	59%[activator]	?
Cc1ccccc1OCC(=O)N(Cc1cccs1)C1CCS(=O)(=O)C1 (stereo not drawn)	0.7%	-1%	-4%	4%	-2%	-1.4%	-2%	i	21%	2%	1%

These rows are one share of the data; rates above refer to the full screens.
